Assay outcomes: PubChem, National Center for Advancing Translational Sciences (NCATS)
BLM inh = qHTS Assay for Inhibitors of Bloom's syndrome helicase (BLM). recombinant BLM DNA unwinding, fluorescence dequenching. 0.2% of 350,000 active. Potency, µM (titrated, usually from 56.1 µM), for inactives: at the highest dose activity change, negative = inhibition, most hits filed as inhibitors. RecQ-like DNA helicase BLM (Homo sapiens), P54132. AID 2528, 2010;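 further: plate controls were vehicle for no effect and no enzyme for full effect; nearly all actives have a fitted effect of over 35% in size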
BAZ2B block = qHTS Assay for Inhibitors of BAZ2B; Bromodomain adjacent to zinc finger domain protein 2B (Homo sapiens), Q9UIF8; AlphaScreen BAZ2B-H3K14Ac peptide displacement; Potency, µM (highest dose often 114 µM), without a hit: at the top dose activity change, negative = inhibition, usual class: inhibitors; 4.4% of 360,000 active; further: on the % scale 0 is the no-effect control and ±100 the full control effect; nearly all actives have a fitted effect of over 60% in size
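Compounds, titrated to a top concentration of 110 uM, were incubated 30 min at room temperature with preformed BAZ2B/acetyl-K14 H3 peptide complex (50 nM each). Proximity signal was measured by AlphaScreen after 20 min with beads.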
Anesthetic bind = qHTS Assay for Identification of Novel General Anesthetics; Ferritin light chain (Equus caballus), P02791; apoferritin/1-aminoanthracene competitive binding, fluorescence; Potency, µM (highest dose often 77.5 µM), for inactives: top-dose activity change, negative = displacement, most hits filed as inhibitors; 0.074% of 350,000 active; AID 485281, 2010; further: on the % scale 0 is the no-effect control and ±100 the full control effect; nearly all actives have a fitted effect of over 20% in size
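Horse-spleen apoferritin (10 uM) in 50% saturated 1-aminoanthracene in PBS was incubated 10 min at room temperature with compound. Fluorescence (ex 380, em 535 nm) was normalized to free and bound 1-AMA, with concentration-response fitted by a four-parameter Hill equation.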
POLH inh = qHTS for Inhibitors of Polymerase Eta; Potency, µM (series often up to 114 µM), for inactives: at the top dose activity change, negative = inhibition, hits mostly inhibitors; AID 588591, 2011; recombinant Pol eta, fluorescent DNA replication assay; DNA polymerase eta (Homo sapiens), Q9Y253; 1.2% of 390,000 active; further: on the % scale 0 is the no-effect control and ±100 the full control effect
Target sequence (Q9Y253 whole entry, looked up): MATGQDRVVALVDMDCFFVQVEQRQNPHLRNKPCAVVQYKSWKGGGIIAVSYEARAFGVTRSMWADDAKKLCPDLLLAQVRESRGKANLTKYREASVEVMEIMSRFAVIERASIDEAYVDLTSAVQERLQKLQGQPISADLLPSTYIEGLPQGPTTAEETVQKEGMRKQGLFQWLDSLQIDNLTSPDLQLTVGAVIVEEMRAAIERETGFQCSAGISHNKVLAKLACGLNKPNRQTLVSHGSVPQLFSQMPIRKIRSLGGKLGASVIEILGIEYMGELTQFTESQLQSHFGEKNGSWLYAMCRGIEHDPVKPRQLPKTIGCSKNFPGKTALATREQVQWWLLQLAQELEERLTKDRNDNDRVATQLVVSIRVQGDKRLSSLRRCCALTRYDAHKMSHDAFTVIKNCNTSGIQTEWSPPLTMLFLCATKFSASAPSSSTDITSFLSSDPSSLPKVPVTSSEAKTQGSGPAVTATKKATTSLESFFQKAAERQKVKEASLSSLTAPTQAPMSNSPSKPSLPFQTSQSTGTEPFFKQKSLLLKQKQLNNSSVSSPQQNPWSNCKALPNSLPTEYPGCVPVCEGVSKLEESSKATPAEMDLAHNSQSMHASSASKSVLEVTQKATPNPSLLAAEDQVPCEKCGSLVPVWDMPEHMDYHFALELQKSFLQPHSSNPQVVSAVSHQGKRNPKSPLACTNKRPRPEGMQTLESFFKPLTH
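Pol eta (10 nM) was preincubated with compounds for 15 min at room temperature, after which fluorescent replication substrate (50 nM final) was added to start the reaction. Fluorescence was read kinetically at 0 and 10 min.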
Pol kappa inh = qHTS for Inhibitors of Polymerase Kappa | DNA polymerase kappa (Homo sapiens), Q9UBT6 | 0.53% of 400,000 active | purified Pol kappa, fluorescent DNA synthesis assay, 10 min | Potency, µM (titrated, usually from 107 µM), for inactives: top-dose activity, negative = inhibition, usual class: inhibitors; further: on the % scale 0 is the no-effect control and ±100 the full control effect
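First, compounds were pin-transferred onto 10 nM Pol kappa. After 15 min at room temperature, substrate was added to 50 nM final. Fluorescence was then measured kinetically at 0 and 10 min.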
POLI inh = qHTS for Inhibitors of Polymerase Iota. Pol iota fluorescent replication assay, 10 min. 1% of 390,000 active. Potency, µM (series often up to 115 µM), without a hit: at the highest dose activity, negative = inhibition, usual class: inhibitors
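Fluorescent replication assay read twice, at 0 min and 10 min after adding 50 nM (final) substrate. Enzyme (10 nM) and compounds were first incubated 15 min at room temperature; enzyme-free buffer wells were negative controls.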
APEX1 inh = qHTS Assay for Inhibitors of the Human Apurinic/apyrimidinic Endonuclease 1 (APE1) | DNA repair nuclease/redox regulator APEX1 (Homo sapiens), P27695 | recombinant APE1, TAMRA/BHQ-2 abasic DNA cleavage fluorescence | Potency, µM (top dose mostly 65.8 µM), without a hit: at the highest dose activity change, negative = inhibition, hits mostly inhibitors | 0.35% of 350,000 active | AID 2517, 2012;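 further: plate controls were vehicle for no effect and reference inhibitor for full effect; nearly all actives have a fitted effect of over 55% in size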
Target sequence (P27695 whole entry, looked up): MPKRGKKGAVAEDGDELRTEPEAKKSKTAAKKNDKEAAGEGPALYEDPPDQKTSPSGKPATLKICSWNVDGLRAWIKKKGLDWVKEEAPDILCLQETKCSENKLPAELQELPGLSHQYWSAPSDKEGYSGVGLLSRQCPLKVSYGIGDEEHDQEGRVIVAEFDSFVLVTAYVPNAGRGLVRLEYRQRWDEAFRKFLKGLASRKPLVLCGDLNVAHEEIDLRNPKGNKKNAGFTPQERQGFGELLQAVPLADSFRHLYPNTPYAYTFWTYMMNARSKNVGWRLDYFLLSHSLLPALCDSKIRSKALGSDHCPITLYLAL
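Activity was derived from the fluorescence gain between first and third kinetic reads (60 s intervals, ex 525/em 598 nm) after 50 nM THF-abasic TAMRA/BHQ-2 duplex was added to 0.75 nM APE1 preincubated 15 min with compound.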
G9a block = qHTS Assay for Inhibitors of Histone Lysine Methyltransferase G9a. AID 504332, 2011. Potency, µM (titrated, usually from 102 µM), inactives show top-dose activity, negative = inhibition, hits mostly inhibitors. G9a H3K9 monomethylation, AlphaScreen, 2 h. 8.8% of 350,000 active. Histone-lysine N-methyltransferase EHMT2 (Homo sapiens), Q96KQ7; further: on the % scale 0 is the no-effect control and ±100 the full control effect; nearly all actives have a fitted effect of over 75% in size
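G9a (20 nM) preincubated 15 min RT with compounds, then 500 nM biotinylated H3K9 peptide and 20 uM SAM added; 2 h RT reaction. Monomethyl-H3K9 product detected by AlphaScreen with anti-H3K9me1 antibody, streptavidin donor and anti-rabbit IgG acceptor beads.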
Pol beta inh = qHTS Assay for Inhibitors of DNA Polymerase Beta; Pol beta primer extension/strand displacement, fluorescence kinetic; Potency, µM (highest dose often 114 µM), for the others: at the highest dose activity change, negative = inhibition, hits mostly inhibitors; 1.3% of 340,000 active; AID 485314, 2010; further: on the % scale 0 is the no-effect control and ±100 the full control effect
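Curves were derived by four-parameter Hill fits of normalized qHTS data. The kinetic fluorescent primer-extension read was taken at 0 and 10 min after 50 nM substrate, following a 15 min room-temperature preincubation of 10 nM enzyme with compounds.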
An asterisk follows results filed as active; u = inconclusive; x = no result given; [ ] = remark or other dose. The call rests on the fitted dose curve; in most records, active means well fitted curve in the direction sought with a large enough effect; inconclusive means small, poorly fitted or top-dose-only effect, or another doubt; inactive means no such curve, though single readings can be large; an effect the other way counts as inactive or inconclusive. Potency means the concentration at half of the fitted maximal effect. This is a subset; rates above refer to the full screens.

SMILES	BLM inh	BAZ2B block	Anesthetic bind	POLH inh	Pol kappa inh	POLI inh	APEX1 inh	G9a block	Pol beta inh
C#CCOCCOCCOCCNc1nc(N2CCOCC2)nc(N2CCN(C(=O)[C@H](CO)n3cc([C@@H](N)C(C)C)nn3)CC2)n1	x	x	x	-13%	-4%	u	-4%	x	x
O=C(Nc1ccc(Oc2ccccc2)cc1)C1CC1	-9%	0%	-16%	1%	-3%	150%[activator]	-5%	8%	33%
COc1ccc(-n2c(N)c(C(=O)NCc3ccco3)c3nc4ccccc4nc32)c(OC)c1	-6%	20%	64%[activator]	-11%	-18%	8%	0%	10%[12.7 µM]	0%
Cc1ccc(CNC(=O)CCNS(=O)(=O)c2ccc3c(c2)CCCC(=O)N3)cc1	-1%	8%[57.1 µM]	3%	2%	8%	-17%	x	-21%[59 µM]	18%
O=C(Nc1ccc(N2CCOCC2)c(Cl)c1)c1ccc(Br)o1	-8%	0%	-8%	-14%	-6%	13%	4%	-50%[12.7 µM]	0%
C=C(C)COc1ccc(-c2nc(N)nc(C)c2-c2ccc(OC)cc2)c(O)c1	-20%	-33%	u	-18%	-18%	22%	1%	-27%	0%
CC(CNCC1CCCO1)COc1cccc2ccccc12 (stereo not drawn)	-2%	u	-12%	-12%	1%	11%	-1%	u	-3%
CC1=CC(C)C2(COC(c3ccc[n+](C)c3)OC2)C(C)C1 (stereo not drawn)	-11%	-36%	-7%	-14%	-4%	-3%	u	u	33%
COc1ccc2c(c1)C=C(CN1CCN(C3CCCC3)C(CCO)C1)CO2 (stereo not drawn)	3%	-32%	-12%	-13%	-8%	74%[activator]	u	-23%	2%
COc1cccc(OCC(=O)Nc2cc(Cl)ccc2Oc2ccccc2)c1	-10%	54%[activator]	42%[activator]	-14%	-1%[60.1 µM]	17%	11%	32%[59 µM]	34%
CC(C)CC(=O)Nc1cccc(NC(=O)CC(C)C)n1	1%	4%	-7%	-6%	3%	16%	1%	6%[59 µM]	21%
CC(C)Cn1c(-c2ccc(Br)cc2)c[nH]c1=S	-5%	u	-19%	-10%	-10%	u	-5%	0.89µM*	-1%
CCOC(=O)c1nnn(-c2nonc2N)c1CN(C)Cc1ccccc1	-5%	-1%	-9%	-16%	-3%	-1%	3%	-4%[12.7 µM]	-14%
COc1ccccc1C(CNC(=O)C1CC(=O)N(Cc2ccccc2)C1)N1CCCC1 (stereo not drawn)	x	10%	x	4%	-2%	-11%	-2%	11%[12.7 µM]	x
O=C(CO)N/N=C/c1ccc(Cl)cc1	-1%	10%	-9%	6%	8%	6%[58.9 µM]	0%	4%	16%
CCc1ccc(N2C(=O)Nc3ccccc3C2(O)C(=O)N2CCN(c3ccccn3)CC2)cc1 (stereo not drawn)	-4%	-15%	-10%	-12%	-2%	42%[activator]	-7%	5%	1%
CC1(C)O[C@@H]2C[C@H]3[C@@H]4C[C@H](F)C5=CC(=O)CC[C@]5(C)[C@H]4[C@@H](O)C[C@]3(C)[C@]2(C(=O)CO)O1	-5%	-22%	46%[activator]	2%	-16%	-15%	u	12%[12.7 µM]	5%
CC(=O)c1cccc(NC(=O)COc2ccccc2C(=O)c2cc(C#N)c(=O)n(C3CCCCC3)c2)c1	2%	2%	1%	-9%	-11%	34%[activator]	-13%	-5%[59 µM]	0%
COc1ccc2nc(C)cc(SCC(NC(C)=O)C(=O)OC(C)C)c2c1 (stereo not drawn)	1%	-2%	-3%	-4%	-2%	8%	7%	40µM*	4%
CN(Cc1ccccc1)c1ncnc2c1nnn2C	0%	-1%	-16%	-2%	-4%[60.1 µM]	18%	x	10%[59 µM]	34%

Some of these compounds in order of the BLM inh value, descending.
Molecule,BLM inh
O=C(CO)N/N=C/c1ccc(Cl)cc1,-1%
CC(CNCC1CCCO1)COc1cccc2ccccc12 (stereo not drawn),-2%
CCOC(=O)c1nnn(-c2nonc2N)c1CN(C)Cc1ccccc1,-5%

Carrying on:
SMILES	BLM inh	BAZ2B block	Anesthetic bind	POLH inh	Pol kappa inh	POLI inh	APEX1 inh	G9a block	Pol beta inh
CC(=O)c1ccc(S(=O)(=O)NCCCC(=O)NCCc2ccccn2)cc1	-1%	2%	-10%	4%	0%	1%	-3%	-1%	-20%
COc1ccc(C2NC(=O)C(C#N)=C(S)N2c2cccc(C)c2)cc1OC (stereo not drawn)	-6%	-35%	-16%	-15%	-3%	89%[activator]	u	40µM*	36%
COc1ccc(CCN2C(=O)NC(NC(C)=O)(C(F)(F)F)C2=O)cc1OC (stereo not drawn)	4%	-5%	8%	-19%	-8%	10%	15%	-9%[59 µM]	37%
Cc1c(C(=O)NNC(=S)NCc2ccc(Cl)cc2)oc2ccccc12	-5%	-18%	u	-18%	-5%	12%	51%	1%	-18%
Cc1cccc(S(=O)(=O)c2c(C)cc(C)nc2Cl)c1	-3%	4%	-13%	-18%	4%	70%[activator]	1%	8%	-2%
COc1ccc(CNc2nc(-c3ccc(N(C)C)cc3)nc3ccccc23)c(OC)c1	28µM*	x	x	x	-10%[60.1 µM]	x	-3%	0%[0.501 µM]	x
CSCCC(NC(=O)c1ccco1)C(=O)NCC1CCCO1 (stereo not drawn)	x	-3%	x	1%	-12%	u	-10%	-2%[12.7 µM]	x
COc1ccc(S(=O)(=O)N2CCC(c3ccncc3)CC2)cc1OC	-3%	-2%	-1%	-2%	0%[60.1 µM]	4%	x	34%[activator][59 µM]	3%
CCCN1CCN(C(=O)Cn2c(-c3cccs3)cc3ccccc32)CC1	0%	-15%	-3%	-15%	-5%	8%	x	-1%[59 µM]	-11%
Oc1c(C=C2N=c3ccccc3=N2)sc(=S)n1C1CCCC1	-4%	-38%	-14%	-20%	-2%	28%	2%	3%[59 µM]	38%
CC(C)CNC(=S)NC(=O)c1ccc(F)cc1	-5%	-28%	-14%	-21%	-9%	19%	-2%	-89%	-16%
CCc1cc2c(cc3c(=O)n(CC(=O)NC4CCC(C)CC4)nc(CC)n32)s1 (stereo not drawn)	1%	27%	19%	-18%	6%	8%	x	17%[59 µM]	11%
CC(C)Cn1c(CCC(=O)O)ccc1-c1cccs1	-3%	-34%	18%	5%	-1%	u	15%	18µM*	-21%
CCCc1nc2sc3ccccc3c(=O)c2c(=O)n1Cc1ccco1	-24%	u	-23%	u	u	u	-15%	u	50µM*
COc1ccccc1N1CCN(CC(O)COc2c(OC)cccc2OC)CC1 (stereo not drawn)	1%	-35%	-10%	3%	1%	10%	1%	14µM*	5%
CCNC(=S)NNC(=O)c1csc(C)c1	0%	24%	8%	-11%	-9%	6%	-8%	27%[59 µM]	18%
CC(C)(C)OC(=O)N1CCN(C(=O)c2cccnc2Cl)CC1	-2%	-15%	-4%	-12%	8%	-1%	5%	3%	u
O=C(Nc1ccc(S(=O)(=O)N2CCCCC2)cc1)C1CCCCC1	-6%	2%	u	2%	-8%	20%	51%[activator]	-37%	12%
COc1ccc(CNc2nc3c(c(=O)[nH]c(=O)n3C)n2Cc2ccccc2)cc1	-4%	7%	-4%	-19%	-16%	-14%	-10%	-4%	17%
O=C(Cc1ccc(Cl)cc1)Nc1ccc(C(=O)N2CCOCC2)cc1	0%	3%	-10%	-6%	-7%	u	1%	-19%	-7%
CC(=O)c1ccc(S(=O)(=O)N(C)CC(=O)Nc2ccc(C)cc2)cc1	x	-4%	x	-5%	3%	-20%	2%	20%[59 µM]	x
CCC(CC)C(=O)Nc1ccc(S(=O)(=O)N2CCC(c3nc4ccccc4s3)CC2)cc1	-3%	0%	-3%	-4%	8%	119%[activator]	x	u	22%
COC(=O)C1CCN(S(=O)(=O)c2ccc(OC)cc2)CC1	1%	2%	-5%	-8%	-7%	28%	-1%	0%[59 µM]	2%
COc1ccccc1CNC(=O)CSc1ccc(C)cc1	-1%	-23%	-13%	-10%	-2%	16%	1%	8%[59 µM]	1%
CCOC(=O)c1c(NC(=O)c2cc(-c3ccc(Cl)cc3)on2)sc(C)c1C	-3%	3%	-1%	-11%	-11%	-16%	x	8.9µM*	u
O=C(Oc1ccccc1C(=O)Oc1ccccc1)c1ccco1	-3%	17%	u	-11%	-9%	u	4%	5%[59 µM]	2%
Fc1ccc(Nc2ncnc3onc(-c4cccc(Cl)c4)c23)c(F)c1	-2%	0%	-7%	-11%	0%	23%	x	-5%[59 µM]	33%[activator]
CCOC(=O)C1CCN(C(c2cc3ccc(C)cc3[nH]c2=O)c2nnnn2C2CCCCC2)CC1 (stereo not drawn)	-1%	-5%	u	-14%	0%	26%	-2%	22µM*	19%
CCCC1=C(C(=O)OCC)C(c2ccccc2OCC)NC(=O)N1C (stereo not drawn)	-2%	x	-24%	-13%	-8%	5%	-1%	9%[59 µM]	-19%
COc1ccc(CNc2nc(SCc3ccccc3Cl)nc3ccccc23)cc1	-5%	-3%	-7%	-20%	-5%[60.1 µM]	9%	x	6%[59 µM]	2%
O=C(CSc1ccc2ccccc2c1)NCCCN1CCCC1=O	-5%	-11%	-7%	-9%	8%	9%	0%	u	1%
Cc1nc(Oc2ccccc2)c2ccccc2n1	-1%	-2%	-10%	-22%	-12%	132%[activator]	1%	-4%[59 µM]	4%
CCCc1cc(C(=O)Nc2cccc(Cl)c2)no1	-6%	38%	-19%	-16%	-3%	20%	-2%	14%[59 µM]	9%
Cc1ccc(Cn2ncc3c(N4CCN(C5CCCC5)CC4)ncnc32)cc1	-3%	-16%	-4%	-10%	-6%	13%	-12%	-40%	10%
